D2 PAM: D2 dopamine receptor (human) potentiation; potentiation, % at 10 µM; P14416; HEK293 T-REx D2, calcium flux, EC20 dopamine potentiation; 340,000 tested, 0.34% active; AID 485347;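 active means potentiation over 3 SD above the plate norm, cut at about 30% in these data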; further: 0% is about no effect
Target sequence (P14416 whole entry, looked up): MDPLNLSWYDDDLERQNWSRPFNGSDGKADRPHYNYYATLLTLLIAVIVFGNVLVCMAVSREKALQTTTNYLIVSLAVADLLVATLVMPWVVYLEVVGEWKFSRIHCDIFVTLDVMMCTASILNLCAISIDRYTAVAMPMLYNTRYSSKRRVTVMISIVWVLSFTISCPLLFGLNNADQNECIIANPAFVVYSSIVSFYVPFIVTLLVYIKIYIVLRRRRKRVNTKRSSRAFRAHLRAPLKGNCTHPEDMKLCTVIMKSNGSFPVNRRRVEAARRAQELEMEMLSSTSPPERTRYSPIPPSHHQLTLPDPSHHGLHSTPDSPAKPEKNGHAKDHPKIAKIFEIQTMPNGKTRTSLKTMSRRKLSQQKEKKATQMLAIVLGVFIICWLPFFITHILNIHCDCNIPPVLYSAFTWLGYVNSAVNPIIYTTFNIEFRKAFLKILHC
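Calcium flux readout, no-wash dye, 1 read/s. Inducible HEK293 Trex D2 line, overnight 30 C. Compound alone 180 s (agonist flags), then EC20 dopamine, another 180 s to score potentiation.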
D1 ag: agonists of human D1 dopamine receptor | HEK293 T-REx D1 cells, calcium flux, agonist mode | AID 504660 | activation, % at 2 µM | P21728 | 360,000 tested, 1% active; further: 0% is about no effect
Target sequence (P21728 whole entry, looked up): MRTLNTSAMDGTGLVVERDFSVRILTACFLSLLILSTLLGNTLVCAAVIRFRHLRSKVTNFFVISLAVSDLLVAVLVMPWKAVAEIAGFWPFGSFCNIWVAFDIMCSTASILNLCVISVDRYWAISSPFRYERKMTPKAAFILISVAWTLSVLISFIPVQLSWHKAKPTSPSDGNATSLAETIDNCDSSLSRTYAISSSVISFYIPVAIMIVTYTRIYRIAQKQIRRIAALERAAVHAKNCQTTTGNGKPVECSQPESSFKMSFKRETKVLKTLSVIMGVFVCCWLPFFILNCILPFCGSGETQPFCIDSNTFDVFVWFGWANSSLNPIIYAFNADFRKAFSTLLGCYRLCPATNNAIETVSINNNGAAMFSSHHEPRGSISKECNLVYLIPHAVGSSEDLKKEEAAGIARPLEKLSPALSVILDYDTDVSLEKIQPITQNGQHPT
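Inducible HEK293 T-REx D1 cells, force-coupled to calcium signalling, were plated at 4000 cells/well with tetracycline and held overnight at 30 C. After no-wash calcium dye loading, compound-evoked calcium rise over 180 s flagged agonists.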
D1 antagonist: human D1 dopamine receptor antagonism; HEK293 TREx D1 cells, calcium flux, dopamine EC80; hits give low values; activity change, negative = inhibition, % at 10 µM; P21728; AID 504652; 360,000 tested, 3.2% active; in the data active means activity change below about -30%; further: on the % scale 0 is the no-effect control and ±100 the full control effect
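Cells carrying a force-coupled, tetracycline-inducible human D1 receptor report calcium flux. Each well gets a 10 s baseline, compound with 180 s monitoring, then an EC80 dopamine stimulus with a second 180 s kinetic read.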
D2 antag: antagonizes the human D2 dopamine receptor | 340,000 tested, 2% active | HEK293 TREx D2 cells, calcium flux, dopamine EC80 | AID 485344 | inhibition, % at 10 µM | P14416; in the data active means inhibition above about 30%; further: 0% is about no effect
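Antagonism is scored as inhibition of an EC80 dopamine-evoked calcium signal in a force-coupled, tetracycline-inducible HEK293 T-REx D2 line, with compound present 180 s before agonist.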
RXFP1 antag: RXFP1 (human) relaxin receptor antagonism; AID 1259400; HEK293-RXFP1, relaxin-stimulated cAMP HTRF, 30 min; hits give low values; activity change, negative = inhibition, % at 57.5 µM; Q9HBX9; 350,000 tested, 0.59% active;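 active means activity change of -60% or lower, but not beyond a set lower limit; inconclusive means change between -60% and -40%, or beyond the set limit; inactive means change above -40%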; further: on the % scale 0 is the no-effect control and ±100 the full control effect
D2 ag: activates the human D2 dopamine receptor; activation, % at 2 µM; 340,000 tested, 0.53% active; HEK293 T-REx D2 cells, calcium flux agonist mode; P14416;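 active means activation over 3 SD above normal in the single-dose calcium agonist read, cut at about 30% in these data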; further: 0% is about no effect
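In this primary screen, compounds producing a positive calcium signal within 180 s of addition to tetracycline-induced, force-coupled HEK293 Trex D2 cells are flagged; cells are dye-loaded with a no-wash calcium kit beforehand.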
D1 potentiator: potentiators of human D1 dopamine receptor. HEK293 TREx D1 cells, calcium flux, dopamine EC20 potentiation. potentiation, % at 10 µM. 360,000 tested, 0.036% active. AID 504651; in the data active means potentiation above about 30%; further: 0% is about no effect
TRHR enhancer: TRH receptor (human) allosteric enhancement. P34981. TRHR cells, fluo-8 calcium fluorescence, EC20 TRH enhancement. enhancement, % at 2 µM. 360,000 tested, 0.66% active. AID 493056; in the data active means enhancement above about 30%; further: 0% is about no effect
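TRHR-expressing cells loaded with fluo-8 calcium dye were read kinetically (ex 480/em 530) during compound addition, then stimulated with an EC20 of TRH (10 nM final). Enhancement of the Gq-mediated intracellular calcium response was scored.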
TRHR ag: activates the human TRH receptor. P34981. TRHR cells, calcium flux fluo-8, FDSS agonist mode. activation, % at 2 µM. 360,000 tested, 0.18% active; further: 0% is about no effect
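Steps: seed TRHR cells overnight; add fluo-8 no-wash Ca dye, RT 30 min–1.5 h; record 10 s baseline; pin-transfer compounds; monitor fluorescence 1 cycle/s for the agonist window. Calcium increases flag candidate agonists.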
* = called active by the depositor; ? = inconclusive; . = no result given; & = joins results of further samples. Unless noted, no stated cut-off is given here; in the data, active means activation above about 30%; inactive means the rest.

SMILES	D2 PAM	D1 ag	D1 antagonist	D2 antag	RXFP1 antag	D2 ag	D1 potentiator	TRHR enhancer	TRHR ag
CCn1c(CSc2ncccn2)nnc1SCC(=O)N1c2ccccc2CC1C (stereo not drawn)	3	0	-3	7	-2	0.3	1	0	-2.2
COc1ccc(Nc2nc(-c3sc(C)nc3C)cs2)cc1	-13	0	-28	-10	-61*	-0.7	-19	-3	-0.6
O=C(N/N=C/c1ccccc1Cl)C1CC1	-2	0	8	-14	-6	-0.4	-12	-3	0.1
CCOc1ccccc1NC(=O)c1cccc(NC(=O)c2ccco2)c1	.	5	1	-13	9	0.2	-3	4	-1.4
CN(CC(=O)Nc1ccccc1C(F)(F)F)C(=O)CSCc1ccc(Cl)c(Cl)c1	0	9	-4	-11	-6	0.8	-3	-3	-0.5
O=C(O)CCC(=O)N1N=C(c2ccc(Br)cc2)CC1c1cccs1 (stereo not drawn)	1	2	6	-4	-13	-0.6	-4	0	-0.4
COc1ccc(Br)cc1S(=O)(=O)N1CCN(S(=O)(=O)c2ccc3c(c2)OCCO3)CC1	.	2	6	.	.	.	2	0	-0.1
CCc1cc(-c2nnc(SCC(=O)NC3CC3)n2C)cs1	-2	1	-12	11	-2	3.7	-11	0	-1.0
CN(C(=O)c1ccc2c(c1)N(Cc1ccccc1F)C(=O)c1ccccc1S2)C1CCCCC1	9	1	21	.	?	0.3	3	-5	-0.2
O=C(CN1C(=O)/C(=C\c2cccc(Cl)c2)Sc2ccccc21)NCCCN1CCOCC1	6	53*	-84*	18	4	-0.1	-17	1	-0.8
CN(CC(=O)Nc1cc(S(=O)(=O)N2CCOCC2)ccc1Cl)C1CCS(=O)(=O)C1 (stereo not drawn)	9	2	-15	7	-13	0.4	2	3	0.2
COC(=O)c1ccc(CSc2nnc(CNC(=O)c3ccccc3F)o2)o1	27	0	4	12	-1	0.2	4	0	0.1
CC(C)CNc1ncnc2onc(-c3ccc(Cl)cc3)c12	20	6	5	.	.	-0.8	4	16	-1.2
CCCN1CCN(c2ccc(S(N)(=O)=O)cc2[N+](=O)[O-])CC1	-4	2	6	-16	4	-5.5	-8	-11	-0.5
O=C(NCCc1nnc2ccc(NCc3ccc(F)cc3)nn12)c1ccccc1	-5	2	-6	1	2	-0.5	-2	2	0.2
FC(F)(Cl)c1nnc2ccc(Sc3ccccn3)nn12	2	2	-9	10	-5	-0.5	1	-6	0.2
CCCSc1nc(C)cc(C)c1C(N)=O	-3	2	-13	-17	5	-0.8	0	1	0.2
Cc1ccc(C(=O)Nc2ccc(N3CCOCC3)cc2N2CCOCC2)cc1	3	2	-69*	3	-8	0.8	-19	0	-0.2
CCCCCCCCOc1ccc(C2OC34CCCCC3C(C#N)(C#N)C2(C#N)C(=N)O4)cc1 (stereo not drawn)	6	6	11	1	-4	3.6	4	-6	1.5
COc1ccc(C(=O)Oc2ccc(/C=N/NC(=O)Cc3ccc([N+](=O)[O-])cc3)cc2)cc1	-5	2	-32*	-2	-9	0.9	-8	1	-0.5
CC(=O)c1cccc(NC(=O)NNC(=O)CCC(=O)Nc2ccc(C)c(C)c2)c1	-6	9	-16	2	-6	-0.1	-3	7	0.4
C#CCOC(=O)CCCC(=O)NCCCCCCCC	1	2	-16	-6	4	0.9	-3	30	-1.1
CC(=O)c1c(C)[nH]c(C(=O)OCC(=O)Nc2cc(C)on2)c1C	14	6	12	-12	-1	-0.9	-5	0	0.8
CCc1ccccc1NC(=O)Cn1nc2c3cc(F)ccc3n(Cc3cccc(C)c3)cc-2c1=O	-4	-2	-22	.	1	-0.7	-3	-8	-0.8
Cc1noc(C)c1S(=O)(=O)NCc1ccc(CN(C)C)cc1	4	1	8	21	2	0.2	0	6	1.0

RXFP1 antag: hit marks shown above.
| molecule | D2 PAM | D1 ag | D1 antagonist | D2 antag | RXFP1 antag | D1 potentiator | TRHR enhancer |
| --- | --- | --- | --- | --- | --- | --- | --- |
| COc1ccc(Nc2nc(-c3sc(C)nc3C)cs2)cc1 | -13 | 0 | -28 | -10 | -61* | -19 | -3 |

The main list resumes with the two entries that preceded the break.
SMILES	D2 PAM	D1 ag	D1 antagonist	D2 antag	RXFP1 antag	D2 ag	D1 potentiator	TRHR enhancer	TRHR ag
CCc1ccccc1NC(=O)Cn1nc2c3cc(F)ccc3n(Cc3cccc(C)c3)cc-2c1=O	-4	-2	-22	.	1	-0.7	-3	-8	-0.8
Cc1noc(C)c1S(=O)(=O)NCc1ccc(CN(C)C)cc1	4	1	8	21	2	0.2	0	6	1.0
CCOC(=O)C1(CCc2ccccc2)CCN(Cc2nccn2CC)CC1	4	1	0	-6	-10	-0.3	-8	1	-0.9
CCC1CN(C(=O)N2CCC(C(=O)NCc3cccs3)CC2)c2ccccc2O1 (stereo not drawn)	-9	0	9	.	-18	1.0	-6	-6	0.0
O=C1NC(=S)N/C1=C/c1cc2c(cc1[N+](=O)[O-])OCO2	-6	2	0	12	-5	0.9	0	4	1.2
Cc1cccc(NC(=O)c2cc(S(=O)(=O)N3CCc4ccccc43)cn2C)c1C	-3	5	1	-6	5	0.3	-6	-3	0.1
COc1ccc(OC)c(NC(=O)C2CCCN(S(=O)(=O)c3cccc4nsnc34)C2)c1 (stereo not drawn)	-2	-1	11	-7	0	0.6	2	-6	0.1
CC1CCCC(NC(=O)C2CCN(S(=O)(=O)N3CCOCC3)CC2)C1C (stereo not drawn)	11	2	-3	0	20	1.7	0	12	0.4
O=C(/C=C/c1ccccc1[N+](=O)[O-])c1ccccc1Br	-3	-1	.	-17	-72*	0.2	-8	-1	-1.0
COC(=O)c1ccc(C2c3c(-c4ccc(Br)cc4)n[nH]c3C(=O)N2c2ccc(Cl)cc2)cc1 (stereo not drawn)	.	7	-7	.	.	0.1	-1	1	2.3
O=S(=O)(c1cccc(Cl)c1)n1c(/C=C/c2ccccc2Cl)nc2ccccc21	18	-2	-33*	.	-12	0.2	-3	2	-1.4
CC(C)[C@H](NC(=O)N1c2ccccc2NC(=O)[C@@H]1C(C)C)C(=O)N[C@@H](Cc1ccccc1)C(=O)O	-7	1	-1	-4	.	0.3	-6	-3	0.3
CCn1cc2nc(SCC(=O)Nc3cccc(Cl)c3C)n(Cc3ccc(Cl)cc3)c(=O)c2n1	-6	3	-10	.	.	0.6	1	-6	0.6
CCO[C@H]1OC(C(=O)NC2CC2)=C[C@@H](c2c[nH]c3ccccc23)[C@@H]1CCCO	-4	2	-28	-5	.	-0.1	8	3	-0.4
CCc1cc2ccc(OC)cc2nc1SCC(=O)NNC(C)=O	-2	2	-1	57*	3	-2.6	-2	1	-1.5
O=C(NCCCN1CCOCC1)c1ccc2c(c1)N(Cc1c(F)cccc1Cl)C(=O)CS2	-14	0	1	-20	6	-2.2	-4	12	-1.3
CCCn1c(=O)c(C(=O)N/N=C/c2ccc(F)cc2)c(O)c2ccccc21	-6	2	4	-12	-33	-0.1	-1	-7	-0.6
CCN1CCC(NC(=O)Nc2ccc(F)cc2F)CC1	10	1	-10	-10	-24	-6.2	-6	3	-4.0
CCCN(CCC)S(=O)(=O)c1cc2c3c(c1)CCN3C(=O)CC2	-11	0	13	-10	-6	1.0	1	15	-0.2
C/C(CC(=O)Nc1ccc(N(C)C)cc1)=N\NC(=O)c1ccc(Cl)cc1	-11	1	-3	-23	-1	-0.1	0	6	-1.3
O=C(COC(=O)c1ccc2c(c1)C(=O)N(CCc1ccccc1)C2=O)Nc1ccc(OC(F)F)cc1	-2	1	2	9	-9	5.4	-6	1	0.9
COc1ccc(OCC(=O)Nc2cc(OC)cc(OC)c2)cc1	1	0	-1	-6	18	-3.1	-7	-5	-0.5
COc1ccc(N2CCN(C(CNC(C)=O)c3ccco3)CC2)cc1 (stereo not drawn)	1	1	10	-3	7	0.2	0	-2	0.3
CCN(CC(=O)Nc1c(F)cccc1F)C(=O)c1cccc(S(=O)(=O)N2CCN(c3ccccc3)CC2)c1	-11	0	-13	0	3	0.1	2	-1	-0.9
CCCCn1c(N)c(N(CC(C)C)C(=O)CSCC(=O)Nc2ccc(C)cc2)c(=O)[nH]c1=O	4	-1	29	9	2	-1.2	3	-7	0.8
C=CCc1c(C)c(C#N)c2nc3ccccc3n2c1N1CCCCC1	7	-1	4	-5	-22	-1.3	0	-3	-2.0
COc1ccccc1CC(NC(C)=O)C(=O)NC1CCN(c2nnnn2-c2ccccc2)CC1 (stereo not drawn)	3	2	2	-1	-11	0.5	-2	7	-0.1

(cont.)
SMILES	D2 PAM	D1 ag	D1 antagonist	D2 antag	RXFP1 antag	D2 ag	D1 potentiator	TRHR enhancer	TRHR ag
Cc1c(OC(=O)CNC(=O)OC(C)(C)C)ccc2c3c(c(=O)oc12)CCC3	8	4	-43*	-26	3	-3.4	-10	-2	-0.6
O=C(Nc1ccc(Br)cc1)c1ccc(F)c(S(=O)(=O)NCc2cccs2)c1	-7	14	-20	.	-18	.	-7	-2	1.2
Cc1ccc(CN2CC(C(=O)Nc3ncccc3C)CC2=O)cc1 (stereo not drawn)	3	3	5	-10	-1	0.0	-6	-2	0.3
O=C(CCNC(=O)c1ccc([N+](=O)[O-])cc1)NC1CCCCC1	.	4	3	.	0	.	1	2	0.5
COc1ccc(-n2cc(CNCC3CCOCC3)c(-c3cccc(F)c3)n2)cc1	-2	15	0	0	-13	2.1	-3	5	6.8
COc1ccc(OC)c(S(=O)(=O)Nc2ccc3[nH]c(=O)[nH]c3c2)c1	1&-11	1&3	3&-5	-13	6&-9	0.7&1.9	5&-1	4&1	-1.0&0.2
Cc1ccc(-n2c(=O)c3ccc(C(=O)NCc4ccco4)cc3n(CC(=O)Nc3ccc(C)c(F)c3)c2=O)cc1	-4	5	-8	.	.	-0.5	-4	4	1.7
NC(=O)c1cnn2c(-c3ccc(Cl)cc3Cl)ccnc12	-4	2	11	6	1	-0.5	4	-4	-0.5
CCOC(=O)c1c(NC(=O)CSc2nccc(=O)[nH]2)sc(C)c1C	-1	2	41	7	-91*	0.7	0	3	-0.2
CCN(C(=O)CN1C(=O)NC(CCSC)C1=O)C1CCS(=O)(=O)C1 (stereo not drawn)	16	0	-3	-4	-6	0.3	-2	15	0.7
C[C@@H](NC(=O)c1nc[nH]c1C(=O)N1CCc2ccccc2C1)c1ccccc1	-4	-1	14	11	.	-0.4	-7	-3	-0.1
COc1ccc(C2C(C(=O)NCc3cccnc3)c3ccccc3C(=O)N2C)cc1OC (stereo not drawn)	-3	2	-13	-8	-21	0.5	-1	-3	0.4
CC1CCC(C(=O)NNC(=O)c2cc(-c3ccco3)[nH]n2)CC1 (stereo not drawn)	1	0	34	-19	-10	-0.1	-7	10	0.0
Cc1ccc(-c2cccc(CN3CCN(C4CCN(C(C)C)CC4)C(CCO)C3)c2)o1 (stereo not drawn)	1	1	1	-19	5	0.5	-8	4	1.8

Whole records as entered above. Order of screens: D2 PAM, D1 ag, D1 antagonist, D2 antag, RXFP1 antag, D2 ag, D1 potentiator, TRHR enhancer, TRHR ag
Profile of COc1ccc(OCC(=O)Nc2cc(OC)cc(OC)c2)cc1 → 1, 0, -1, -6, 18, -3.1, -7, -5, -0.5
Profile of CCO[C@H]1OC(C(=O)NC2CC2)=C[C@@H](c2c[nH]c3ccccc23)[C@@H]1CCCO → -4, 2, -28, -5, ., -0.1, 8, 3, -0.4

Compound activity (PubChem)
